KB-V1 cytotox = kills drug-selected multidrug resistant KB-V1 cells. KB-V1 MDR cells viability, CellTiter-Glo, 72 h. Potency, µM (highest dose often 46.1 µM), inactives show at the top dose activity change, negative = cytotoxicity, actives largely listed as cytotoxic. 400,000 compounds, 3.4% hits. AID 1347076; also: potency is read from the fitted curve at half-maximal effect; % is scaled to controls: 0 for no effect and ±100 for the full control effect; nearly all actives have a fitted effect of over 60% in size
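KB-V1, DMEM (no phenol red) + 10% FBS; cpd pin-transferred, titration series; 72 h, 37 degrees C; CellTiter-Glo, luminescence. Data normalized, curve-fit.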
D3 antag = D3 dopamine receptor (human) antagonism. P35462. D3R cells, DiscoveRx beta-arrestin luminescence, antagonist mode; hits give low values. max response, negative = inhibition, %. 360,000 compounds, 2.5% hits. AID 652054; in the data active = max response below about -50%; inconclusive = no clear call, values can overlap the other calls; also: % is scaled to controls: 0 for no effect and ±100 for the full control effect; mostly tested at two doses, the higher about 12 µM
Target sequence (P35462 whole entry, looked up): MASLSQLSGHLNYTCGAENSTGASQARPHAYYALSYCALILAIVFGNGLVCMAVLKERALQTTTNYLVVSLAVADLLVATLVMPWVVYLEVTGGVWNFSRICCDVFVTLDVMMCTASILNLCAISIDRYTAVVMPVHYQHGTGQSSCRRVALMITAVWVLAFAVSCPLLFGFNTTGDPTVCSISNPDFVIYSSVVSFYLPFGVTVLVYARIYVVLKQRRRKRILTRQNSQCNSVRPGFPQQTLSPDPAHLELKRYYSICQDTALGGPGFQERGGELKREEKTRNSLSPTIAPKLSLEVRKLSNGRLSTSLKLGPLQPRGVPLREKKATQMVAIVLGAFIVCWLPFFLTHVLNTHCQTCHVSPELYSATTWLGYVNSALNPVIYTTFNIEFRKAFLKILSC
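Cells expressing the human receptor were seeded at 1500 cells/well, incubated overnight at 37 degrees C in 5% CO2, then exposed to library compounds with dopamine controls for 90 minutes at 37 degrees C before luminescent detection.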
HT1080 IDH1KD tx = HT-1080 IDH1 knockdown cell toxicity (counter line). HT-1080 IDH1 knockdown viability, ATP luminescence, 48 h. Potency, µM (top dose mostly 46.1 µM), for the others: top-dose activity, negative = toxicity, actives largely listed as cytotoxic. 360,000 compounds, 2% hits;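 also: potency is read from the fitted curve at half-maximal effect; 0% = DMSO wells and -100% = cell-free medium wells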
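IDH1KD HT-1080 cells, 750/well, RPMI + 5% FBS; compound pinned after 2 h settling; 48 h, 37 °C; CellTiter-Glo luminescence; % activity normalised to DMSO and no-cell wells; curves fitted, classed by r2 and efficacy.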
IL-1B inflam inh = inflammasome signaling inhibition, IL-1 beta readout. THP-1 LPS/ATP IL-1B secretion, AlphaLISA, 16 h; hits give low values. activity change, % at 57.5 µM. 360,000 compounds, 4.7% hits; in the data active = activity change below about -50%; inconclusive = mostly about -30% to -49%; also: % is scaled to controls: 0 for no effect and ±100 for the full control effect
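THP-1 cells pretreated 1 hr with compounds (up to 57.5 uM final), then stimulated with LPS (250 ng/mL final) plus ATP (1.25 mM final); secreted IL-1B measured by AlphaLISA after 16 hr, decreased signal indicating inhibition.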
SW480 rereplic = DNA re-replication induction in SW480 cells; SW480 DNA re-replication, Hoechst DNA content imaging, 48 h; Potency, µM (top dose mostly 46.1 µM), for inactives: at the highest dose re-replication activation, most hits filed as activators; 340,000 compounds, 1.8% hits; AID 624297; also: potency is read from the fitted curve at half-maximal effect; % of control where 0% means no effect; nearly all actives have a fitted effect of over 55% in size
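DNA re-replication was detected as more nuclei of elevated Hoechst intensity after 48 hr exposure to compound (23 nL pinned per well of 250 cells).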
D3 ag = D3 dopamine receptor (human) agonism | 410,000 compounds, 0.58% hits | P35462 | D3R DiscoveRx beta-arrestin cells, luminescence, 90 min | AID 652048 | max activation, %; in the data active = max activation above about 30%; also: 0% is about no effect; mostly tested at two doses, the higher about 12 µM
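Agonist-mode cell screen: cells plated at 1500/well and incubated overnight at 37 °C, then exposed to library compounds for 90 min at 37 °C. Detection reagent was added for 30–60 min at room temperature, and luminescence was read.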
KB-3-1 tox = KB-3-1 parental cell cytotoxicity. KB-3-1 viability, CellTiter-Glo ATP luminescence, 72 h. Potency, µM (titrated, usually from 46.1 µM), inactives show at the top dose activity change, negative = cytotoxic, actives largely listed as cytotoxic. 400,000 compounds, 1.4% hits; also: potency is read from the fitted curve at half-maximal effect; % is scaled to controls: 0 for no effect and ±100 for the full control effect; nearly all actives have a fitted effect of over 60% in size
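Cytotoxicity measured as CellTiter-Glo luminescence after 72 h at 37 C. Compound titrations were pinned onto drug-naive KB-3-1 parental adenocarcinoma cells grown in DMEM with 10% FBS, and normalized data fitted to concentration-response curves.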
HT1080NT lethal = kills 2HG-producing HT-1080-NT fibrosarcoma cells | HT-1080-NT fibrosarcoma viability, CellTiter-Glo ATP luminescence, 48 h | Potency, µM (highest dose often 46.1 µM), for inactives: top-dose activity, negative = less viability, hits mostly cytotoxic | 360,000 compounds, 1.6% hits;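 also: NT is the 2HG producing partner of a matched IDH1 knockdown line; potency is read from the fitted curve at half-maximal effect; 0% = DMSO-treated cells and -100% = media-only wells without cells; nearly all actives have a fitted effect of over 55% in size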
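Viability of the 2HG-overproducing fibrosarcoma line after 48 hours of compound exposure at 37 degrees C was determined by luminescence with CellTiter-Glo, and concentration-effect curves were then fitted and categorized.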
GLP1R ag = activates the human GLP-1 receptor | HEK293 GLP-1R CRE-luciferase, luminescence, 4-6 h; cells express a hypersensitive GLP-1R form | Potency, µM (highest dose often 45.6 µM), for the others: at the highest dose activation, usual class: activators | P43220 | 380,000 compounds, 0.007% hits; also: potency is read from the fitted curve at half-maximal effect; % of control where 0% means no effect
Target sequence (P43220 whole entry, looked up): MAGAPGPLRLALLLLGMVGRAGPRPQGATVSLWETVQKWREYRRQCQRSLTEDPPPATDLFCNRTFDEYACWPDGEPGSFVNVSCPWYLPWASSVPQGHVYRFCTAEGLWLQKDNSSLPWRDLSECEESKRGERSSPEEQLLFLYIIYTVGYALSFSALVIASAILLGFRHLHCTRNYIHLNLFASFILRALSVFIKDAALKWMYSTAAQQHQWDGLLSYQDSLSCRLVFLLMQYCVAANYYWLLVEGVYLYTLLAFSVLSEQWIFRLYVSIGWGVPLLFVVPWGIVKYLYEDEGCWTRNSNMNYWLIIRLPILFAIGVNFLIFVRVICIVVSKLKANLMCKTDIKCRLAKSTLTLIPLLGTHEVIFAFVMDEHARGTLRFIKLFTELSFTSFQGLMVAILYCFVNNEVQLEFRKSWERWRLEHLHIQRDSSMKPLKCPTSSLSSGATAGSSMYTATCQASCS
An asterisk follows results filed as active; ? = inconclusive; · = no result given; [ ] = remark or other dose. Unless noted, calls follow the shape of the dose curve; as a rule, active = well fitted curve in the direction sought with a large enough effect; inconclusive = small, poorly fitted or top-dose-only effect, or another doubt; inactive = no such curve, though single readings can be large; an effect the other way counts as inactive or inconclusive.

SMILES	KB-V1 cytotox	D3 antag	HT1080 IDH1KD tx	IL-1B inflam inh	SW480 rereplic	D3 ag	KB-3-1 tox	HT1080NT lethal	GLP1R ag
CC(CCc1ccccc1)NC(=O)COC(=O)c1cccs1 (stereo not given)	-1%	0	-3%	-8	16%	3	-3%	-1%	0%
CCN(CC)S(=O)(=O)c1ccc(N2CCOCC2)c(NS(=O)(=O)c2cccs2)c1	-14%	0	2%	12	-4%	-7	0%	3%	9%
Cn1cc(SCC(=O)O)c2ccccc21	8%	-9	-3%	22	-17%	-3	2%	-5%	5%
COc1ccc(C2CC(c3ccc(C(F)(F)F)cc3)=NN2c2ccc(S(N)(=O)=O)cc2)cc1 (stereo not given)	-7%	6	?	-26	0.52µM*	9	?	?	1%
CC(CCc1ccccc1)NC(=O)c1ccc(Br)o1 (stereo not given)	-12%	-10	-4%	-6	3%	-9	-2%	-8%	1%
Cc1cccc(-n2c(N)cc(=O)nc2SCC(=O)Nc2nnc(C)s2)c1	31%	12	-1%	15	-5%	3	15%	3%	1%
Nc1nc(CSc2ncn(-c3ccccc3)n2)cs1	20%	15	3%	-2	-13%	10	4%	1%	-4%
CC12CCC(C/C1=N\N=C1\NC(=O)/C(=C\c3cccc(Br)c3)S1)C2(C)C (stereo not given)	?	9	-23%	-68*	11%	2	0%	-16%	-7%
CCN1CCN(c2ccc(S(=O)(=O)N3CCCCC3)cc2NC(=O)CCNC(C)=O)CC1	17%	-2	8%	4	-6%	2	6%	3%	10%
CN(Cc1ccccc1)S(=O)(=O)c1ccc(Cl)c(C(=O)NCc2ccncc2)c1	?	15	-9%	0	8%	1	5%	-6%	4%
CCN(CC)C(=O)c1ccc(COc2ccccc2Br)o1	-14%	28	-13%	-2	-6%[9.22 µM]	4	0%	-20%	25%
O=C(COc1ccccc1-c1ccccc1)N/N=C/c1cccc2ccccc12	0.92µM*	10	1µM*	18	?	2	1.3µM*	1.3µM*	16%
O=C(CCn1nnc2ccccc21)N1CCC(O)(c2cccc(F)c2)CC1	-13%	?	7%	8	-4%	1	?	-1%	0%
CCOc1ccc(CCNC(=O)COC(=O)COc2ccc(C(=O)CC)cc2)cc1OCC	24%	2	15%	-3	-1%	0	3%	15%	12%
CCN(CC(=O)Nc1c(F)cccc1F)C(=O)CCCc1cccs1	-9%	-23	-4%	-15	3%	1	0%	2%[9.24 µM]	-2%

Looked up above:
Result for COc1ccc(C2CC(c3ccc(C(F)(F)F)cc3)=NN2c2ccc(S(N)(=O)=O)cc2)cc1 (stereo not given) in D3 antag: 6
Result for Cc1cccc(-n2c(N)cc(=O)nc2SCC(=O)Nc2nnc(C)s2)c1 in D3 antag: 12
Result for Nc1nc(CSc2ncn(-c3ccccc3)n2)cs1 in D3 antag: 15

Returning to the listing; the 2 compounds before the break are reprinted first.
SMILES	KB-V1 cytotox	D3 antag	HT1080 IDH1KD tx	IL-1B inflam inh	SW480 rereplic	D3 ag	KB-3-1 tox	HT1080NT lethal	GLP1R ag
CCOc1ccc(CCNC(=O)COC(=O)COc2ccc(C(=O)CC)cc2)cc1OCC	24%	2	15%	-3	-1%	0	3%	15%	12%
CCN(CC(=O)Nc1c(F)cccc1F)C(=O)CCCc1cccs1	-9%	-23	-4%	-15	3%	1	0%	2%[9.24 µM]	-2%
O=C(COc1ccc(Cl)cc1Br)OCC(=O)c1ccc[nH]1	3%	19	0%	4	-2%	1	3%	11%	-2%
CCOC(=O)c1oc2nc(CC(C)C)c3c(c2c1N)CCCC3	-23%	-18	-11%	-29	-3%	-3	66%	-21%	26%
Cc1ccc(NC(=O)c2ccc(OC(=O)CCN3C(=O)c4ccccc4C3=O)cc2)cc1	-1%	-19	23%	-5	-1%	-2	-15%	22%	2%
CN1CCN(CCc2nc3cc(NC(=O)COc4ccc([N+](=O)[O-])cc4)ccc3n2C)CC1	?	-17	1%	-19	?	-7	0%	-1%	6%
O=C(c1cc(-c2ccc(Cl)cc2)on1)N1CCCCCC1	-22%	3	24%	-13	-1%	-11	5%	?	5%
Cn1c(=O)c2c(nc(NCCNC(=O)c3ccco3)n2Cc2ccc(F)cc2)n(C)c1=O	?	9	1%	49	-6%	9	?	-15%	0%
COc1ccc(C2=NCN(c3ccc(C)cc3)C(=S)N2)cc1	0%	18	-12%	-15	2%	-2	-7%	0%	0%
COc1ccc(C(=O)C2CCCN(Cc3ccc(NC(C)=O)cc3)C2)cc1OC (stereo not given)	-3%	-20	-11%	8	9%	-8	-3%	-8%	10%
COCC(C)NC(=O)CSc1nnc(-c2cccc(S(=O)(=O)N3CCCCC3)c2)o1 (stereo not given)	5%	-16	10%	0	0%	5	6%	10%	2%
Cc1cccc(NC(=O)c2ccc(COc3cccc4ccccc34)o2)n1	-7%	-9	-5%	9	7%	10	-17%	-6%	12%
COc1ccc(/C=c2\sc3nc(-c4ccccc4)c(-c4ccccc4)n3c2=O)cc1OC	?	-7	3%	-9	3%	-1	6%	7%	-2%
CCC(=O)Nc1sc(C(=O)Nc2ccccc2OC)c(C)c1C(=O)OC	-7%	-1	8%	35	-1%	0	3%	19%	10%
COc1ccc(NS(=O)(=O)c2ccc(N3CCOCC3)c(NC(=O)c3ccccc3Cl)c2)cc1	10µM*	-1	0%	0	?	-5	16µM*	-8%	9%
Cc1cc(NC(=O)COC(=O)C2CC(=O)N(c3ccc(C)c(Cl)c3)C2)no1 (stereo not given)	11%	8	6%	3	-4%	11	6%	10%	0%
COc1cc(-c2cc(C(=O)N3CCN(c4ccccn4)CC3)c3ccccc3n2)cc(OC)c1OC	?	14	-11%	?	4%	0	?	6%	4%
COc1cc(NC(=O)COC(=O)CNC(=O)c2ccc(C)cc2)c(C)cc1[N+](=O)[O-]	-7%	-6	-1%	-16	2%	-4	2%	-10%	-2%
O=C(NCCC1=CCCCC1)C1CCN(S(=O)(=O)c2cccc3cccnc23)CC1	?	-11	0%	3	-1%	-11	2%	0%	-4%
C#CCNC(=O)C[C@@H]1C[C@@]2(C(=O)OC)CCCCC=C2N(CCC2=CCCCC2)C1=O	?	23	-1%	0	·	4	-1%	6%	7%
N#CCC(=O)Nc1ccc(C(=O)OCC(=O)NNC(=O)c2ccc(Cl)cc2)cc1	26%	4	1%	0	-713%[inhibitor]	9	9%	10%	5%
COc1ccc(C(=O)NN/C=C/C(=O)c2ccc(Br)cc2)cc1	-20%	-29	-26%	69	·	-11	0%	-18%	-2%
CCOC(=O)C1(C)CCN1C(=O)c1cccc(OC)c1 (stereo not given)	3%	18	17%	3	·	8	0%	23%	6%
O=C(NN=C1C2CC3CC(C2)CC1C3)c1ccccc1O	7%	-6	-22%	206	21µM*	3	-12%	-24%	2%
Cc1ccc(/C=C/C(=O)Nc2cccc(S(=O)(=O)N3CCOCC3)c2)o1	?	-2	-3%	8	2%	-8	-9%	-20%	3%
CCc1ccc(NC(=O)CCc2nc3ccccc3[nH]2)cc1	3%	40	-5%	-6	-1%	-8	4%	-3%	-1%
COc1cccc(/C=N/Nc2ncccc2[N+](=O)[O-])c1OC	-5%	?	?	-29	13%	-6	?	?	-10%
Cn1c(SCC(=O)N2CC(=O)Nc3ccccc32)nnc1C(F)(F)F	1%	10	16%	21	-3%	7	6%	11%	-6%
COc1ccc(CNC(=O)c2cc3cccc(O)c3oc2=N)cc1	5%	2	-3%	?	0%	9	-2%	-3%	1%
COc1ccc(CN2CCNC(=O)C2CC(=O)NC2CCCC2)c(C)c1C (stereo not given)	?	2	7%	11	?	6	?	6%	6%

An excerpt from above in order of SMILES length, rising:
SMILES	KB-V1 cytotox	D3 antag	HT1080 IDH1KD tx	IL-1B inflam inh	SW480 rereplic	D3 ag	KB-3-1 tox	HT1080NT lethal	GLP1R ag
O=C(NN=C1C2CC3CC(C2)CC1C3)c1ccccc1O	7%	-6	-22%	206	21µM*	3	-12%	-24%	2%
COc1ccc(CNC(=O)c2cc3cccc(O)c3oc2=N)cc1	5%	2	-3%	?	0%	9	-2%	-3%	1%
COc1ccc(CN2CCNC(=O)C2CC(=O)NC2CCCC2)c(C)c1C (stereo not given)	?	2	7%	11	?	6	?	6%	6%

For reference, three of the compounds above:
SMILES	KB-V1 cytotox	D3 antag	HT1080 IDH1KD tx	IL-1B inflam inh	SW480 rereplic	D3 ag	KB-3-1 tox	HT1080NT lethal	GLP1R ag
COc1cc(NC(=O)COC(=O)CNC(=O)c2ccc(C)cc2)c(C)cc1[N+](=O)[O-]	-7%	-6	-1%	-16	2%	-4	2%	-10%	-2%
O=C(NCCC1=CCCCC1)C1CCN(S(=O)(=O)c2cccc3cccnc23)CC1	?	-11	0%	3	-1%	-11	2%	0%	-4%
C#CCNC(=O)C[C@@H]1C[C@@]2(C(=O)OC)CCCCC=C2N(CCC2=CCCCC2)C1=O	?	23	-1%	0	·	4	-1%	6%	7%

Screening results: PubChem, National Center for Advancing Translational Sciences (NCATS)
